TAAR1 antag: antagonists of human TAAR1; CHO RD-HGA16 TAAR1, Fluo-8 calcium fluorescence, antagonist; 360,000 tested, 1.5% active; inhibition, % at 3 µM; Q96RJ0; AID 624466;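 active = inhibition above a per-plate cutoff, the mean inhibition of test compounds on that plate plus 3 SD, cut at about 49% in these data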;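 note: 0% = DMSO plus EC80 beta-PEA response and 100% = DMSO alone without agonist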
Target sequence (Q96RJ0 whole entry, looked up): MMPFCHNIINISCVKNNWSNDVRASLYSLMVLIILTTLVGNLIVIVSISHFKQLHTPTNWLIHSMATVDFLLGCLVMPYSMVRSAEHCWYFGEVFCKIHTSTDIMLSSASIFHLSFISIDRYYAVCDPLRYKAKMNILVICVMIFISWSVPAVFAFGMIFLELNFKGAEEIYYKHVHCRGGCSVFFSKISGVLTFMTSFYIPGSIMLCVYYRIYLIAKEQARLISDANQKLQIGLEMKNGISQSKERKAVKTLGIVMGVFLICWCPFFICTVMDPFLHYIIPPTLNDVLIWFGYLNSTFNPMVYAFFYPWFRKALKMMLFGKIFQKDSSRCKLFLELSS
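Test system – hTAAR1-expressing CHO RD-HGA16 cells, Gα16-coupled · Reagent – β-PEA at EC80 concentration, post-compound challenge · Compound dosing – 3 µM, single point · Timing – 140 s kinetic read after compound, 140 s after agonist · Detection – Fluo-8 intracellular calcium dye fluorescence, real-time kinetic reads · Control set – DMSO and EC80 PEA controls · Repeats – n of 1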
* = called active by the depositor; & = joins results of further samples.

SMILES	TAAR1 antag
COc1ccc(C2=Nc3ccccc3N(C(=O)c3ccc(C(F)(F)F)cc3)C2C(=O)Nc2c(C)cccc2C)cc1 (stereo unspecified)	-27
O=C(COC(=O)c1ccc(O)cc1)Nc1cc(S(=O)(=O)N2CCOCC2)ccc1N1CCOCC1	13
C[C@@H]1ON(C)[C@H]2C[C@H]3c4cc(N5CCOCC5)ccc4CCN3C[C@@H]12	-3
Cc1c(C2(O)CCCCC2)[nH]c2ccccc12	-10
C[C@@H]1ON(C)[C@H]2C[C@H]3c4[nH]c5c(-c6ccccc6)cccc5c4CCN3C(=O)[C@@H]12	28
Cc1ccc(S(=O)(=O)NC(CCCNC(=O)OCc2ccccc2)C(=O)O)cc1 (stereo unspecified)	-27
COC(=O)[C@]12C[C@H](CC(=O)NCc3ccc(C)o3)C(=O)N(Cc3ccccc3)C1=C[C@H](C(C)C)O[C@@H]2C1CC1	-20
COc1ccc(N2C(=O)c3ccccc3NC(=O)C2C(=O)NCCc2ccccc2F)cc1 (stereo unspecified)	-9
COCCN1C(=O)CSCC1(C)C(=O)Nc1ccc2c(c1)OCCO2 (stereo unspecified)	-7
CCCN(CCC)Cc1cc(=O)oc2ccccc12	16
O=C(C(=O)N1CCC(CNS(=O)(=O)c2ccc(OC(F)(F)F)cc2)CC1)c1cc2ccccc2o1	6
OCCC(N1CCOCC1)C(O)(c1ccccc1)c1ccccc1 (stereo unspecified)	-9
COCCCNC(=O)c1nnn2c1nc(N)c1cc(Cl)ccc12	14
Cc1cccc(C)c1NC(=O)C1C(c2ccc3c(c2)OCO3)=Nc2ccccc2N1C(=O)c1ccccn1 (stereo unspecified)	12
Cc1cc2c(cc1C)-c1nnnn1C(N1CCC(Cc3ccccc3)CC1)C(=O)N2 (stereo unspecified)	-32

Nothing new here: 3 of the compounds above.
SMILES	TAAR1 antag
COCCCNC(=O)c1nnn2c1nc(N)c1cc(Cl)ccc12	14
Cc1cccc(C)c1NC(=O)C1C(c2ccc3c(c2)OCO3)=Nc2ccccc2N1C(=O)c1ccccn1 (stereo unspecified)	12
Cc1cc2c(cc1C)-c1nnnn1C(N1CCC(Cc3ccccc3)CC1)C(=O)N2 (stereo unspecified)	-32

Continued:
SMILES	TAAR1 antag
COC(=O)Cc1nnn2c1[C@H](C)[C@@H](OC)c1ccc(C(F)(F)F)cc1-2	0
O=C(NN=Cc1ccccc1O)C(=O)Nc1ccc(F)cc1	-2
Cc1ccccc1C(=O)N(C)[C@H]1C[C@H]2c3[nH]c4c(-c5ccccc5)cccc4c3CCN2C(=O)[C@H]1[C@H](C)O	-2
CC1(C(=O)NCc2ccccc2)CSCC(=O)N1Cc1cccc(C(F)(F)F)c1 (stereo unspecified)	1
CC(NC(=O)C=Cc1ccco1)C(=O)NC(Cc1ccccc1)C(N)=O (stereo unspecified)	-8
Cc1ccc(S(=O)(=O)Nc2ccccc2OC(C(=O)OC(C)(C)C)C(=O)OC(C)(C)C)cc1	-5
COc1ccc(C(=O)C[C@@H]2OC[C@H](C)N2S(=O)(=O)c2ccc(C)cc2)cc1OC	7
O=C(/C=C(\Nc1cc(Cl)c(F)c(Cl)c1)c1ccccc1)c1ccccc1	-15
CCC(C(=O)NC1CCCC1)n1c(C2CCCC2)nc2ccccc21 (stereo unspecified)	-22
Nc1[nH]c(C(=O)c2ccccc2)c(-c2cccc(C(F)(F)F)c2)c1C(=O)NCCc1c[nH]c2ccccc12	-13
CC(C)[C@H](NC(=O)c1ccccc1)C(=O)N1CCC[C@H]1C(=O)NCCc1ccccc1Cl	83*
Cc1cccc(CN2CCSCCS2(=O)=O)c1	2
COC(=O)C1=C(C)N(Cc2cccc(C(F)(F)F)c2)C(=NCc2ccc3c(c2)OCO3)NC1c1cccc(Cl)c1 (stereo unspecified)	28
COc1ccc(N2c3ccccc3CN(Cc3ccccc3)[C@@H](C)[C@H]2Cc2c(C)cccc2C)cc1	-8
Cc1ccccc1CN1C(=O)CSCC1(C)C(=O)NCc1ccccc1 (stereo unspecified)	-19
Cc1cccc(C)c1NC(=O)C(c1ccccc1)n1c(-c2ccccc2)nc2ccccc21 (stereo unspecified)	-3
O=C(N[C@H](Cc1ccccc1)C(=O)N1CCN(c2ccc(Cl)cn2)CC1)[C@H]1O[C@@H](n2ccc(=O)[nH]c2=O)[C@H](O)[C@@H]1O	-11
CCCCCCCCN1C(=O)[C@@H](CC(=O)NCCC(C)C)C[C@@]2(C(=O)OC)C1=C[C@H](C(C)(C)C)O[C@@H]2C	-17
COc1ccc(C(=O)C[C@@H]2OC[C@H](Cc3ccccc3)N2S(=O)(=O)c2ccc(C)cc2)cc1OC	8
CCCCCCCCN1C(=O)[C@H](CC(=O)NCc2ccc(C)o2)C[C@@]2(C(=O)OC)CC(C)(C)CC=C12	-21
C#CCN(C[C@@H]1[C@@H](OC(=O)Nc2cccs2)[C@@H](OC(=O)Nc2cccs2)C[C@H](C(=O)OC)[C@@H]1C(=O)OC)S(=O)(=O)c1ccc(C)cc1	2
COC(=O)[C@]12CCCCC=C1N(CCc1ccc(OC)c(OC)c1)C(=O)[C@H](CC(=O)NCc1ccc(OC)c(OC)c1)C2	-6
Brc1ccc(-c2ccc3c(n2)CCCN3Cc2ccccn2)cc1	-27
CC1CCCN(c2cccc3c2S(=O)(=O)N(Cc2cccc(F)c2)[C@@H](C)[C@H](c2ccccc2)O3)C1 (stereo partly specified)	-26
Cc1ccc(S(=O)(=O)N2[C@@H](CO)CO[C@H]2CC(=O)c2ccccc2)cc1	6
COC(=O)C[C@H]1CC[C@H](NC(=O)Nc2ccccc2F)[C@@H](CO)O1	-3
O=C(NCc1ccccc1)C(C1CC1)n1c(Cc2cc(F)cc(F)c2)nc2ccccc21 (stereo unspecified)	-8
O=C(C(=O)N1CCC(CNS(=O)(=O)c2ccc(F)cc2)CC1)c1cc2ccccc2o1	10
CCCCNc1ccc2c(c1)OC[C@@H](Cc1ccccc1)NS2(=O)=O	-5
COC(=O)C[C@H]1C=C[C@H](NC(=O)c2ccc(F)cc2)[C@@H](CO)O1	-6

Four records drawn at random from the list so far, as already listed:
SMILES	TAAR1 antag
COC(=O)[C@]12CCCCC=C1N(CCc1ccc(OC)c(OC)c1)C(=O)[C@H](CC(=O)NCc1ccc(OC)c(OC)c1)C2	-6
CCCCCCCCN1C(=O)[C@@H](CC(=O)NCCC(C)C)C[C@@]2(C(=O)OC)C1=C[C@H](C(C)(C)C)O[C@@H]2C	-17
O=C(NCc1ccccc1)C(C1CC1)n1c(Cc2cc(F)cc(F)c2)nc2ccccc21 (stereo unspecified)	-8
Cc1ccc(S(=O)(=O)N2[C@@H](CO)CO[C@H]2CC(=O)c2ccccc2)cc1	6

Other entries follow:
SMILES	TAAR1 antag
COc1cccc(C(=O)N2CCC[C@@H]2C(=O)N2CCC[C@H]2C(=O)NCc2ccccc2)c1	-22
COC(=O)C1=CN(c2ccc(F)cc2)C(N)=C(C#N)C1c1ccccc1 (stereo unspecified)	1
COc1ccc2c(c1)[C@@H](NC(=O)c1ccncc1)[C@@H]1Cc3ccccc3[C@H]21	-9
O=c1c2cc3ccccc3nc2ncn1CCc1ccc(Cl)cc1	-15
C[C@H](CO)N1C[C@H](C)[C@@H](CN(C)S(C)(=O)=O)OCc2cn(nn2)CCCC1=O	8
COc1cccc(CNC(=O)[C@H]2CCCN2C(=O)[C@H]2CCCN2C(=O)c2ccc(F)c(C(F)(F)F)c2)c1	-5
C[C@@H]1COc2cccc(NCCCN3CCOCC3)c2S(=O)(=O)N1	-12
C=CCOC(=O)Nc1nc(CCNC(=O)OCc2ccccc2)c(C(=O)OC)s1	4
CN1C(=O)[C@@](O)(c2cn(C)c3ccccc23)c2ccccc21	-6
O=c1c(-c2ccccc2)nc2ccccc2n1C(c1ccccn1)c1nc2ccccc2[nH]1 (stereo unspecified)	-20
COc1ccc2c(c1)[C@@]1(OCCC=C[C@H]1C)C(=O)N2Cc1ccc(Br)cc1	15
COC(=O)[C@]12CCCCC=C1N(CCc1ccc(OC)c(OC)c1)C(=O)[C@H](CC(=O)N1CCCCC1)C2	52*
O=S1(=O)c2ccc(Br)cc2-n2nncc2CN1Cc1cccc(Cl)c1	3
c1ccc(Cn2cc(CCOCc3ccccn3)c3ccccc32)cc1	-27
COC(=O)C1=C(C)N(Cc2ccc(C(F)(F)F)cc2)C(=NCc2ccc(C(F)(F)F)cc2)NC1c1ccccc1 (stereo unspecified)	8

Given as labelled records: entries from further up
> O=c1c(-c2ccccc2)nc2ccccc2n1C(c1ccccn1)c1nc2ccccc2[nH]1 (stereo unspecified)
  TAAR1 antag: -20
> COc1ccc2c(c1)[C@@]1(OCCC=C[C@H]1C)C(=O)N2Cc1ccc(Br)cc1
  TAAR1 antag: 15

Other entries:
SMILES	TAAR1 antag
COC(=O)C1=C(C)N(Cc2ccccc2C(F)(F)F)C(=NCc2cc(OC)c(OC)c(OC)c2)NC1c1cccc(C(F)(F)F)c1 (stereo unspecified)	-12
N#Cc1[nH]nc2nc[nH]c(=O)c12	1
COCCN1C(=O)CN(S(C)(=O)=O)CC1(C)C(=O)Nc1c(C)cccc1C (stereo unspecified)	-3
CC(C)NC(=O)C1(C)CSCC(=O)N1Cc1cccs1 (stereo unspecified)	-3
Cc1[nH]c2ccccc2c1C(=O)c1c(N)[nH]c(C(=O)c2ccc(Br)cc2)c1-c1ccc(Br)cc1	-19
O=C(C[C@@H]1CC[C@H](NC(=O)Cc2ccccn2)[C@@H](CO)O1)NCCc1ccccc1	-11
Cc1cccc(N2CCN(C(C(=O)NCc3ccccc3)c3ccc(F)cc3)CC2)c1C (stereo unspecified)	26
CCCCNC(=O)c1[nH]c(C2CCNCC2)nc1-c1cccc(C(F)(F)F)c1	-5
COC(=O)[C@@]12C[C@@H](CC(=O)N3CCN(C(=O)c4ccco4)CC3)C(=O)N(Cc3ccco3)C1=CCC(C)(C)C2	-17
CC(C)C[C@@H]1COc2cc(F)ccc2S(=O)(=O)N1	-34
Cc1ccc(NC(=S)Nc2ccc(-c3nnc4n3CCCCC4)cc2)cc1C	1
CCCNC(=O)N[C@H]1C=C[C@H](CC(=O)OC)O[C@@H]1CO	-18
CCCn1cc(C(=O)Nc2ccc(Oc3cccnc3)cc2)c2ccccc21	18
O=C1NC(Cc2cnc[nH]2)C(=O)N2CCCC12 (stereo unspecified)	0
O=C(N[C@H](Cc1ccccc1)C(=O)N1CCCN(Cc2cccs2)CC1)[C@H]1O[C@@H](n2ccc(=O)[nH]c2=O)[C@H](O)[C@@H]1O	-10
Cc1ccc(S(=O)(=O)N2[C@H](CC(=O)c3cccc4ccccc34)OC[C@@H]2C(C)C)cc1	-28
COc1ccc(C(C(=O)NCc2ccccc2)n2c(=O)c(-c3ccccc3)nc3ccccc32)cc1 (stereo unspecified)	-25
O=C(NCc1ccccc1)[C@H]1CCCN1C(=O)[C@H]1CCCN1C(=O)c1cccc(F)c1	-7
COCc1[nH]nc2c1C(c1ccc(F)cc1)NC2=O (stereo unspecified)	-19
CC(=O)O[C@H]1C[C@@H](n2cnc3c(Cl)ncnc32)[C@@H]2OC(C)(C)O[C@@H]21	-9
C[C@@H]1CN([C@@H](C)CO)C(=O)CCCn2nncc2CO[C@H]1CN(C)C(=O)Nc1ccc(N2CCN(C)CC2)cc1	-2
C[C@@H]1CN([C@H](C)CO)C(=O)c2cc(Br)cnc2O[C@H]1CN(C)Cc1ccccc1F	12
CC(C)(C)NC(=O)C1C(c2ccc(C(F)(F)F)cc2)=Nc2ccccc2N1C(=O)c1cccc2ccccc12 (stereo unspecified)	-37
COC(=O)C1=C(C)N(Cc2ccccc2)C(=S)NC1c1ccc(-c2ccccc2)cc1 (stereo unspecified)	-11
COc1ccc(NC(=O)C2C(c3ccc4c(c3)OCO4)=Nc3ccccc3N2C(C)=O)cc1 (stereo unspecified)	16
CC(c1nc2ccccc2n1Cc1ccccc1)n1c(-c2cnccn2)nc2ccccc21 (stereo unspecified)	-47
CCC(C)CN1C(=O)CSCC1(C)C(=O)NCc1ccccc1 (stereo unspecified)	4
CCCCOCCCNC(=O)C[C@@H]1C[C@@]2(C(=O)OC)CCCCC=C2N(Cc2ccc3c(c2)OCO3)C1=O	10
COc1cccc(-c2cc(CNC(=O)[C@H]3O[C@@H](n4cnc(C(N)=O)n4)[C@H](O)[C@@H]3O)no2)c1	-42
O=c1c2ccccc2nnn1Cc1ccco1	-10
COC(=O)C(C(=O)OC)c1ccccc1NS(=O)(=O)c1c(C)cc(C)cc1C	3&-4
COC(=O)C1=C(C)N(C)C(=NCc2ccc(OC)cc2)NC1c1cccc(Cl)c1 (stereo unspecified)	-8
COC(=O)C1=C(C)N(Cc2ccc(F)cc2)C(=S)NC1c1cccc(OC)c1 (stereo unspecified)	57*
COc1ccccc1Cc1c(-c2ccc(C)cc2)nc2ccc(C)cn12	-23
OC(c1ccccc1)(c1ccccc1)C1CCN(CCCOc2ccccn2)CC1	6
Cc1cc2c(nc1C)CCCN2S(=O)(=O)c1ccc(C(F)(F)F)cc1	-4
COc1ccc(C(=O)NCC2CCN(C(=O)C(=O)c3cccs3)CC2)cc1	-1
CCOC(=O)CCCCCC(=O)Nc1ccc2c(c1)C(=O)N([C@H](C)CO)C[C@@H](C)[C@@H](CN(C)S(=O)(=O)c1ccc(C)cc1)OCCCC[C@H](C)O2	-4
COC(=O)C1=C(C)N(Cc2ccc(Cl)cc2)C(=S)NC1c1cccc(Br)c1 (stereo unspecified)	18
COCC(=O)N1C[C@H](C)[C@H](OC)CN(C)C(=O)c2cc(NC(=O)Nc3cccc(F)c3)ccc2OC[C@@H]1C	-16

Only part of the results is shown (hit frequency here may not be typical).
